From PubChem BioAssay
M1 ag parental – counter-screen for M1 agonists: effect in parental CHO-K1 cells. 360,000 tested, 0.48% active. Fluo-8 calcium fluorescence; scaled to maximal ATP response, vehicle zero. activation, % at 3 µM; in the data active means activation above about 15%;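 further: untransfected CHO-K1 host cells lacking M1 receptor as counterscreen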
M1 PAM parental – nonselective calcium activators in parental CHO-K1 cells, primary screen, counter-screen for M1 PAM project, cell-based, Fluo-8 calcium fluorescence, full deck, 1536-well | ATP EC20; 0% at ATP EC20, 100% at ATP max | activation, % at 3 µM | 360,000 tested, 0.02% active;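 active means activation above the run cutoff, the mean activation of all test compounds plus 3 SD, cut at about 40% in these data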;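 further: peak over basal fluorescence ratio in a 140 s read after ATP addition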
CHO parental Ca – ATP-evoked calcium signal inhibitors, parental CHO, primary screen, counter-screen for OX1R antagonist project, cell-based, fluorescence, Fluo-8 calcium dye | parental CHO-K1, ATP-induced calcium, Fluo-8 fluorescence | inhibition, % at 5.6 µM | 330,000 tested, 0.63% active | AID 463079, 2010;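 active means inhibition above that plate's mean sample inhibition plus 3 SD, cut at about 26% in these data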;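 further: 0% = ATP-challenged DMSO wells and 100% = DMSO wells without ATP; some compounds past the cut are filed as inactive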
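Test system: untransfected parental CHO cell line; also added: ATP stimulus; dosing: 5.6 µM, single dose; signal: calcium-sensitive Fluo-8 fluorescence; measure: percent inhibition of ATP-evoked calcium rise, normalized to controls; benchmarks: low control ATP plus DMSO, high control DMSO only; replication: one well per compound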
TAAR1 antag – human TAAR1 antagonists, primary screen, Fluo-8 calcium fluorescence, CHO RD-HGA16 cells; Trace amine-associated receptor 1 (Homo sapiens), Q96RJ0; antagonist; inhibition, % at 3 µM; 360,000 tested, 1.5% active;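 active means inhibition above a per-plate cutoff, the mean inhibition of test compounds on that plate plus 3 SD, cut at about 49% in these data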;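 further: 0% = DMSO plus EC80 beta-PEA response and 100% = DMSO alone without agonist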
Target sequence (Q96RJ0 whole entry, looked up): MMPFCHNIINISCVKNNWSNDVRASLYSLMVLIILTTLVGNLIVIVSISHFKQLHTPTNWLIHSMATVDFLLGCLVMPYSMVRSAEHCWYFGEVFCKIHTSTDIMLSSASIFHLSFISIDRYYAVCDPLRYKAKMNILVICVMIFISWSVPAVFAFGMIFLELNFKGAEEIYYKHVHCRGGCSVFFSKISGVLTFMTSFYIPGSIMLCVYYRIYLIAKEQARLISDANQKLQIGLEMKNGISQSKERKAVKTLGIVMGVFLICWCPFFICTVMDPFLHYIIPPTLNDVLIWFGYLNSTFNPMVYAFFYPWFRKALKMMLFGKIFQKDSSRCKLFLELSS
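Test system – hTAAR1-expressing CHO RD-HGA16 cells, Gα16-coupled · Also added – β-PEA at EC80 concentration, post-compound challenge · Compound – 3 µM, single point · Incubation – dye loading 75 min at 37 °C, then 30 min room temperature · Measured by – Fluo-8 intracellular calcium dye fluorescence, real-time kinetic reads · Benchmarks – vehicle and agonist controls · Replicates – singlicate, one well per test compound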
M1 antag – human M1 muscarinic receptor antagonists, primary screen, CHO-K1 cells, Fluo-8 calcium fluorescence, 1536-well | Muscarinic acetylcholine receptor M1 (Homo sapiens), P11229 | CHO-K1 hM1, ACh EC80 antagonist | inhibition, % at 3 µM | 360,000 tested, 1.3% active | AID 588852, 2011;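 active means percent inhibition above its own plate's cutoff, namely the mean of that plate's compound wells plus 3 SD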;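 further: peak over basal fluorescence ratio during 140 s after agonist addition; 0% = ACh EC80 plus DMSO and 100% = DMSO alone without agonist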
Target sequence (P11229 whole entry, looked up): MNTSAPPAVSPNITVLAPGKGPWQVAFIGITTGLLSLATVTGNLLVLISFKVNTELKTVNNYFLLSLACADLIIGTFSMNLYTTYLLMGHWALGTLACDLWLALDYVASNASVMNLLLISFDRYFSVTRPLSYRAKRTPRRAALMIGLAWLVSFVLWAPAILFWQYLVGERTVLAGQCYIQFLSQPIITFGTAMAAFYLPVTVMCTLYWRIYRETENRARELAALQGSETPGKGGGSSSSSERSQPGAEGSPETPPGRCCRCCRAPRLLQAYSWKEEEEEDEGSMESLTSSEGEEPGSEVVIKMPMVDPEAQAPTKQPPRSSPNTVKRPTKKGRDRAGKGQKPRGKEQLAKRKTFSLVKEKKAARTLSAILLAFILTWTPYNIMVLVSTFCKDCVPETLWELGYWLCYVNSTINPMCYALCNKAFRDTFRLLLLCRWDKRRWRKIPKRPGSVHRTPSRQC
CHRM1 agonist – human M1 muscarinic receptor agonists, primary screen, Fluo-8 calcium fluorescence, CHO-K1 cells, HTS. Muscarinic acetylcholine receptor M1 (Homo sapiens), P11229. CHO-K1 hM1, agonist mode; 0% DMSO, 100% acetylcholine EC100. activation, % at 3 µM. 360,000 tested, 0.33% active;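 active means activation above the run's mean compound activation plus 3 SD, cut at about 16% in these data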;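 further: peak over basal fluorescence ratio within a 140 s kinetic read after compound addition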
OXTR potentiate – human OXTR potentiators, primary screen, fluorescence, CHO-OTR cells, Fluo-8 calcium; Fluo-8 calcium fluorescence, potentiator mode; 0% = oxytocin EC15, 100% = EC100; activation, % at 3 µM; 320,000 tested, 0.061% active; AID 2445, 2010;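 active means activation above that plate's cutoff, the mean activation of tested compounds plus 3 SD, cut at about 6.6% in these data, passing the limit was not always enough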;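 further: 100% uses oxytocin at 75 nM as the full agonist control; some results filed as inactive read as strong as hits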
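Material: human OTR in CHO cells. Compound: 3.0 µM, one dose. Timing: compound 6 min at room temperature before oxytocin, 100 s read. Evaluation: % activation of max/min ratio relative to oxytocin controls. Replication: single well per compound, singlicate. Signal: Fluo-8 calcium dye fluorescence.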
TAAR1 agonist – human TAAR1 agonists, primary screen, Fluo-8 calcium fluorescence, CHO RD-HGA16 cells. vehicle wells 0%, saturating PEA agonist 100%. activation, % at 3 µM. 360,000 tested, 0.99% active;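 active means activation above the mean activation of all test compounds in the run plus 3 SD, cut at about 38% in these data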
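Test system: RD-HGA16 (CHO) cells co-expressing Gα16 and hTAAR1 / Benchmarks: DMSO vehicle as 0%, PEA at EC100 as 100% / Repeats: no replicates (n 1) / Measure: % activation from peak over basal fluorescence ratio, DMSO-to-PEA scaled / Timing: 17-24 h plating, Fluo-8 75 min 37 °C, 30 min RT / Technique: kinetic Fluo-8 calcium fluorescence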
CHO-K1 Ca antag – counter-screen for M1 antagonists: effect in parental CHO-K1 cells; ATP-induced calcium, Fluo-8 fluorescence; inhibition, % at 3 µM; 360,000 tested, 0.6% active; AID 602250;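 active means inhibition above a per-plate cutoff, the plate's mean sample inhibition plus 3 SD, cut at about 24% in these data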;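 further: 0% = DMSO plus EC80 ATP and 100% = DMSO alone without ATP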
* marks the source's active call; other numbers are inactive results; nt = not tested or not shown; & = joins results of further samples. Not all compounds are listed, so the mix of outcomes need not match the whole.

SMILES | M1 ag parental | M1 PAM parental | CHO parental Ca | TAAR1 antag | M1 antag | CHRM1 agonist | OXTR potentiate | TAAR1 agonist | CHO-K1 Ca antag
CCOc1cccc(=NC2CCCCC2)c2c(C)n(C)c(C)c12 | 1.8 | 21 | 4 | -3 | -5 | -5 | -14 | 12 | -20
O=C(NCC1=C(c2cccc3ccccc23)C[C@@H]2CC[C@H]1N2Cc1ccco1)c1ccc([N+](=O)[O-])cc1 | 0.8 | 9 | nt | -20 | -2 | -10 | nt | 0 | 3
O=c1[nH]c(CN2CC=C(c3ccccc3)CC2)nc2scc(-c3cccs3)c12 | 1.3 | 24 | -6 | 3 | -9 | -7 | -9 | 0 | -11
O=C1CN=C(c2ccccc2F)c2cc(Cl)ccc2N1 | 0.5 | 13 | -5 | -4 | -20 | -2 | 4 | 0 | -7
CN1CCN(S(=O)(=O)c2cnc(Cl)c(Br)c2)CC1 | -0.1 | -11 | -20 | -17 | 1 | -8 | -6 | 1 | 5
CC(=O)N1CC(=O)Nc2ccc(Cl)cc2C1c1ccc(F)cc1 (stereo not drawn) | 0.5 | 2 | -1 | -18 | -10 | -9 | -7 | 19 | -21
Cc1nn(Cc2ccccc2)c(Cl)c1C(=O)NC1CCCc2ccccc21 (stereo not drawn) | 2.9 | -6 | -24 | 22 | 8 | -8 | -12 | 2 | 8
CCC(=O)O[C@@H]1[C@@H](OC(C)=O)[C@@]2(O)C(C[C@H](O)C2(C)C)[C@](C)(O)[C@H]2CC[C@@H]3[C@@H](O)[C@]12C[C@@]3(C)O (stereo partly drawn) | 0.6 | 16 | -7 | 0 | 6 | -3 | -2 | 10 | -11
CCC(C)n1c(O)c(C=NCc2cccnc2)c(=O)[nH]c1=S (stereo not drawn) | 1.1 | -6 | -13 | -2 | -6 | -3 | -1 | 0 | -4
Nc1cncc(C(=O)O)c1 | 0.3&0.9 | 6&-4 | -5&-3 | -8&1 | -11&1 | 2&-5 | -1&0 | 3&0 | -6&-13
C[C@]12CCC(=O)CC1CCC1C2CC[C@]2(C)C(OC(=O)CCC(=O)O)CCC12 (stereo partly drawn) | 0.9 | -1 | 4 | -3 | -2 | -7 | -10 | 2 | -4
CCc1ccc(N2C(=O)NC(=O)/C(=C/c3cccn3CCOc3ccc(C(C)CC)cc3)C2=O)cc1 (stereo not drawn) | 0.4 | 21 | -6 | 6 | -9 | -7 | -11 | 1 | -2
CC1=NOC2(C)Nc3ncnn3C(c3ccccc3)C12 (stereo not drawn) | 0.8 | 11 | 8 | 7 | -2 | -3 | -15 | 7 | -6
Cc1nc2ccccc2c(=O)n1-c1cccc([N+](=O)[O-])c1 | 0.5 | 3 | -7 | -18 | -14 | -2 | -12 | 4 | -7
CN1OC[C@@H]2CN[C@H](c3ccc(Br)cc3)C[C@@H]21 | 0.3 | 10 | nt | -6 | -10 | 1 | nt | 1 | -7
N#CCC(=O)NN1Cc2ccccc2C1=N | 0.2 | 7 | 0 | -2 | -3 | -8 | -2 | 1 | -2
COc1ccc(OC)c(CN2CCN(C(=O)Cc3ccccc3)CC2)c1 | 0.7 | 13 | -10 | -3 | -2 | -8 | 0 | 1 | -6
O=c1[nH]c(=O)n(CCC2=CCCCC2)c(O)c1C=NC1CCN(Cc2ccccc2)CC1 | 1.3 | 21 | -27 | -29 | 1 | -5 | 0 | 11 | -10
Cc1onc(-c2c(Cl)cccc2Cl)c1C(=O)Nc1ccc2c(C(F)(F)F)cc(=O)oc2c1 | 0.3 | -4 | 3 | -2 | -2 | -3 | 2 | -1 | -9
Cc1cc(/C=C2/C(=O)NC(=O)N(Cc3ccco3)C2=O)c(C)n1-c1ccccc1 | 4.7 | 25 | -8 | -13 | 14 | -7 | -9 | 0 | -4
O=S1c2ccccc2-c2ccccc21 | 0.2 | 19 | nt | -7 | -18 | -1 | nt | 0 | -23
CCC1(C)CC(CCNCc2ccc(N(C)C)cc2)(c2ccc(F)cc2)CCO1 (stereo not drawn) | 2.1 | 18 | -7 | -11 | 0 | -3 | -4 | 6 | -8
CCOP(=O)(OCC)C(NC(=O)CN1C(=O)c2ccccc2S1(=O)=O)C(Cl)(Cl)Cl (stereo not drawn) | 1.3 | -5 | -5 | -18 | 7 | -2 | -5 | 3 | -3
CC1C2Cn3c(nc4ccccc43)C1N(C)O2 (stereo not drawn) | 1.3 | -3 | 1 | 13 | -1 | -5 | -5 | 9 | -1
CCC(C)n1c(C)cc(C(N)=O)c1C (stereo not drawn) | -0.1 | -16 | -5 | -21 | -17 | 1 | 3 | 2 | 0
C#C[C@]1(O)CCC2C3C(CC[C@@]21C)[C@@]1(C)CC[C@@H](O)CC1=C[C@H]3O (stereo partly drawn) | 0.9 | 16 | -7 | 4 | -6 | 1 | -1 | 0 | 1
O=[N+]([O-])[N-][n+]1cnn(Cc2ccc(Cl)cc2)c1 | 0.6 | 10 | 10 | -8 | -14 | -3 | -17 | 2 | -8
CCOP(=O)(OCC)C(O)c1ccc(Br)cc1 (stereo not drawn) | 0.9 | 16 | -10 | nt | -8 | -7 | -4 | nt | 2
O[C@@H]1CCCN2CCc3c([nH]c4ccccc34)[C@H]12 | 1.2 | 12 | 0 | 5 | 1 | -7 | -7 | 1 | -2
COC(=O)C1=C(c2ccccc2)C[C@@H]2CC[C@H]1N2C(=O)N1CCOCC1 | 0.3 | 2 | -13 | 2 | -4 | -4 | 5 | 1 | -3
CCNc1nc(NC(C)(C)C)nc(SC)n1 | 0.1 | 18 | -12 | -42 | -28 | -3 | -1 | 3 | -10
CC12CCC3C(CC=C4CC(O)CCC43C)C1CC(=CN1CCOCC1)C2=O (stereo not drawn) | 0.0 | 5 | nt | 11 | 0 | -5 | nt | 2 | 0
COC(=O)C1=C(c2ccc(OC)c(OC)c2)C[C@@H]2CC[C@H]1N2C(=O)NCCOc1ccccc1Cl | -0.2 | 11 | -6 | 16 | 5 | -9 | -4 | 6 | -4
O=c1c2ccccc2nc(/C=C/c2ccco2)n1-c1ccccc1O | 1.6 | 7 | -1 | 20 | -18 | -1 | -3 | 0 | -10
CCC(=O)O[C@H]1CC[C@H]2[C@@H]3CCC4=CC(=O)CC[C@]4(C)[C@H]3CC[C@]12C | -0.6 | 13 | nt | 19 | 27 | -14 | nt | 9 | -29
Clc1ccc(C2NCCc3[nH]cnc32)cc1 (stereo not drawn) | 11 | 12 | -12 | -7 | 0 | -12 | -1 | 2 | 10
COc1cccc(OP(=O)(Nc2ccccc2)Oc2cccc(OC)c2)c1 | 6.6 | -1 | -4 | nt | 26 | -1 | -14 | nt | 0
O=C1NC(=S)NC(=O)C1=Cc1ccc(OCc2ccccc2)cc1 | 0.1 | 13 | nt | 8 | -12 | -2 | nt | 0 | -8
CN1C(=O)C(=Cc2ccccc2OCc2ccccc2Cl)C(=O)N(C)C1=O | -0.2 | 16 | -2 | 16 | -7 | -6 | -3 | -3 | 1
CN1C(=O)NC(=O)[C@]2(Cc3ccccc3N3CCN(c4ccccc4)CC32)C1=O (stereo partly drawn) | 0.8 | 4 | -6 | -10 | -9 | -2 | -6 | 11 | -12
C=CCn1c(O)c(C=NCCN2CCNCC2)c(=O)[nH]c1=O | 0.4 | 16 | -1 | 1 | -13 | -5 | -10 | 7 | -7
N#CC1(c2ccccc2)CCN(C2CC(=O)N(c3ccc(F)cc3)C2=O)CC1 (stereo not drawn) | 1.0 | 10 | -4 | -9 | 4 | 0 | -6 | 1 | -6
CCOC(=O)c1c(C=O)c2ccccc2n1Cc1ccccc1F | -1.1 | 9 | -24 | 2 | -9 | -6 | -10 | 5 | -15
COCCNC(=O)c1c(NC(=O)c2ccc(Br)o2)n(Cc2ccccc2)c2nc3ccccc3nc12 | 0.5 | 2 | -26 | 12 | 9 | -4 | -12 | 2 | 3
Cc1cc(C(=O)CS(=O)(=O)c2ccccc2)cc(C)c1OC(=O)N(C)C | 0.9 | 22 | -20 | 26 | -3 | -4 | -19 | 6 | -9
COC(=O)CC1(CC(=O)OC)C(=O)NC(=O)NC1=O | 0.8 | 20 | 2 | 11 | -3 | -2 | -8 | 6 | -5

Eight of these compounds in a different format.
Compound,M1 ag parental,M1 PAM parental,CHO parental Ca,TAAR1 antag,M1 antag,CHRM1 agonist,OXTR potentiate,TAAR1 agonist,CHO-K1 Ca antag
CN1C(=O)C(=Cc2ccccc2OCc2ccccc2Cl)C(=O)N(C)C1=O,-0.2,16,-2,16,-7,-6,-3,-3,1
CN1C(=O)NC(=O)[C@]2(Cc3ccccc3N3CCN(c4ccccc4)CC32)C1=O (stereo partly drawn),0.8,4,-6,-10,-9,-2,-6,11,-12
C=CCn1c(O)c(C=NCCN2CCNCC2)c(=O)[nH]c1=O,0.4,16,-1,1,-13,-5,-10,7,-7
N#CC1(c2ccccc2)CCN(C2CC(=O)N(c3ccc(F)cc3)C2=O)CC1 (stereo not drawn),1.0,10,-4,-9,4,0,-6,1,-6
CCOC(=O)c1c(C=O)c2ccccc2n1Cc1ccccc1F,-1.1,9,-24,2,-9,-6,-10,5,-15
COCCNC(=O)c1c(NC(=O)c2ccc(Br)o2)n(Cc2ccccc2)c2nc3ccccc3nc12,0.5,2,-26,12,9,-4,-12,2,3
Cc1cc(C(=O)CS(=O)(=O)c2ccccc2)cc(C)c1OC(=O)N(C)C,0.9,22,-20,26,-3,-4,-19,6,-9
COC(=O)CC1(CC(=O)OC)C(=O)NC(=O)NC1=O,0.8,20,2,11,-3,-2,-8,6,-5
